ER stress surv: ER stress cell death inhibition; CSM14.1 thapsigargin ER stress survival, ATP luminescence; relative survival (cellular ATP), % at 15 µg/mL (by protocol); hit rate 0.33% among 48,000; AID 1010;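 active = survival measured by cellular ATP above 50% at 15 µg/ml in the first screen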;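 note: cell death triggered by about 15 µM thapsigargin; ATP read 24 h after thapsigargin was added; plate controls were thapsigargin with DMSO for no effect and DMSO without thapsigargin for full effect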
Starred values were filed as active, the others as inactive. A portion of the library (hit frequency here may not be typical).

#	Structure	ER stress surv
1	CC1=NN(c2ccc(C(=O)O)cc2)C(=O)/C1=C\c1ccco1	5.9
2	O=C(Nc1ccc(O)c(-c2nc3ccccc3o2)c1)c1cccnc1	-2.5
3	CC(NC(=O)c1cccc(Cl)c1)c1ccccc1 (stereo not drawn)	9.1
4	O=C(O)CCCNS(=O)(=O)c1ccc(Br)c(C(=O)O)c1	4.0
5	COc1cc(-c2noc(-c3ccccc3)n2)cc(OC)c1OC	12.1
6	O=C(CNc1ccccc1Cl)c1ccc([N+](=O)[O-])cc1	18.5
7	CCCCOc1ccc(/C=C2\N=C(c3ccc(Cl)cc3)OC2=O)cc1	12.6
8	O=C1SC(Nc2ccc(Cl)cc2)C(=O)N1c1ccccc1 (stereo not drawn)	11.0
9	Cc1cccc(OCC(=O)Nc2cc(C(F)(F)F)ccc2Cl)c1C	10.4
10	O=C(NC1CCCCC1)c1ccc([N+](=O)[O-])cc1	0.2
11	Cn1c(=O)c([N+](=O)[O-])c(N2CCN(c3ccccn3)CC2)c2ccccc21	10.2
12	COC(=O)c1sc(NC(=O)/C=C/c2ccco2)c(C(=O)OC)c1C	3.1
13	CCC(=O)Nc1nc2ccccc2n1Cc1ccc(Cl)cc1	0.6
14	Cc1ccc(-c2nc3c(cnn3-c3ccccc3)c(=O)o2)cc1	9.2
15	CC(=O)c1cccc(NC(=O)COc2ccc(-c3ccc(C)cc3)cc2)c1	8.5
16	COCCOC(=O)C1=C(C)N(C)C(=O)NC1c1ccc(Br)cc1 (stereo not drawn)	-4.8
17	COc1cc2c(cc1OC)-c1nnc(-c3cccs3)n1C(C)(C)C2	11.3
18	CCOC(=O)C(NC(=O)c1ccccc1)=C1C=C(C)OC(C)=C1	9.2
19	O=C(/C=C/c1ccc(-c2ccc(Cl)cc2Cl)o1)c1ccccc1	-2.5
20	CC1=NN(c2ccc(S(N)(=O)=O)cc2)C(=O)/C1=C\c1ccc(-c2ccc(Cl)cc2)o1	11.7
21	COc1ccc(CCNC(=O)c2cccc3ccccc23)cc1OC	0.6
22	CC1=C(C(=O)OCCc2ccccc2)C(c2ccccc2Br)CC(=O)N1 (stereo not drawn)	-3.4
23	CCC1=NN(C(=O)c2ccncc2)C(O)(c2ccc(Br)cc2)C1 (stereo not drawn)	-0.6
24	COc1ccc(NC(=O)CSC(N)=O)c(OC)c1	10.9
25	COc1ccc(N2C(=O)c3ccccc3NC2c2ccccc2F)cc1 (stereo not drawn)	-0.5
26	COc1cc(C(=O)Nc2ccc(C(N)=O)cc2)cc(OC)c1OC	-2.0
27	CC1=C(C(=O)Nc2cccc(Cl)c2)C(c2ccc(F)cc2)NC(=O)N1 (stereo not drawn)	-4.1
28	CC(C)(C)NC(=O)c1cc2ccccc2o1	5.3
29	Cc1ccc(Nc2nc(-c3ccc([N+](=O)[O-])cc3)cs2)cc1C	0.2
30	CCCn1c(/C=C(/OC(=O)c2ccccc2)c2ccccc2)nc2ccccc21	15.5
31	COC(=O)c1ccc(C2C(C(=O)OCCc3ccccc3)=C(C)NC3=C2C(=O)CCC3)cc1 (stereo not drawn)	5.2
32	COc1ccc(-n2c(NNC(C)=O)nc3sc4c(c3c2=O)CCCC4)cc1	6.8
33	CCOc1cc(/C=C2\C(=O)NC(=O)N(c3ccc(Cl)cc3)C2=O)cc(Cl)c1OCC(=O)O	-3.9
34	O=S(=O)(c1cccc2c(S(=O)(=O)N3CCOCC3)cccc12)N1CCOCC1	4.0
35	O=C(O)c1ccc(-c2ccccc2OC(F)(F)F)o1	0.5
36	COC(=O)c1ccc(/C=N/NC(=O)COc2ccc(I)cc2)cc1	-6.5
37	c1csc(CNc2ccc(-c3nc4ccccc4s3)cc2)c1	-1.5
38	CCOc1ccc(C(=O)N(C(=O)c2ccc(OCC)cc2)c2ncccc2C)cc1	2.7
39	O=C(COc1ccc(Cl)cc1Br)NCc1ccc2c(c1)OCO2	4.3
40	CONC(=O)c1ccc(C(=O)c2cc(OC)ccc2OC)cc1	6.5
41	CN1CCN(C2CC(=O)N(c3ccc(N4CCOCC4)cc3)C2=O)CC1 (stereo not drawn)	6.8
42	COc1ccc(C2CC(=O)C3=C(C2)Nc2ccccc2NC3c2ccccc2C)cc1 (stereo not drawn)	98.9*
43	C/C(CC(C)(C)Nc1ccccc1)=N\O	6.2
44	CC(=O)NC1=NC(=O)/C(=C\c2ccc(-c3ccccc3[N+](=O)[O-])o2)S1	11.8
45	COc1ccc(OC)c(C2/C(=C(\O)c3ccccc3)C(=O)C(=O)N2CCCCCC(=O)O)c1 (stereo not drawn)	2.2
46	CC(NC(=O)CN(c1cccc(Cl)c1)S(C)(=O)=O)c1ccccc1 (stereo not drawn)	13.4
47	C/C(CC(=O)Nc1ccc(Nc2ccccc2)cc1)=N\NC(=O)c1ccccc1C	16.5
48	O=C(Nc1ccc(Cl)cc1)Nc1ccc(-c2nc3ccccc3s2)cc1	1.0
49	CN1C(=O)C2(c3ccccc31)N1CC3(C)CN2CC(C)(C1)C3=O (stereo not drawn)	3.8
50	O=C(CCCN1CCN2CCCCCC2C1)c1ccc(F)cc1 (stereo not drawn)	1.6
51	CC(C(=O)NCc1ccncc1)N1C(=O)c2ccccc2C1=O (stereo not drawn)	4.9
52	CC(=O)c1ccc(NC(=O)c2ccc(-c3ccc(Cl)cc3Cl)o2)cc1	-3.7
53	COc1cc(OC)cc(C(=O)N2CCN(C3CCCCC3)CC2)c1	-4.8
54	COc1ccc(CCN2C(=O)/C(=C\c3ccc(C(C)C)cc3)SC2=S)cc1OC	9.0
55	OCCNCCOc1ccc(Cl)cc1	-1.5
56	COc1ccc(C(=O)N2CCN(S(C)(=O)=O)CC2)cc1OC	-8.4
57	COc1ccc(-c2noc(-c3ccc(C)c([N+](=O)[O-])c3)n2)cc1	-1.8
58	O=C(O)C1C2CCC(C2)C1C(=O)Nc1nncs1 (stereo not drawn)	4.0
59	COC(=O)CSc1nc(NC(C)=O)nc(C)c1Br	3.9
60	O=C(O)CCCCCN1C(=O)/C(=C/c2cccc(F)c2)SC1=S	3.0

Some of these compounds in order of SMILES length, rising:
#	Structure	ER stress surv
53	COc1cc(OC)cc(C(=O)N2CCN(C3CCCCC3)CC2)c1	-4.8
16	COCCOC(=O)C1=C(C)N(C)C(=O)NC1c1ccc(Br)cc1 (stereo not drawn)	-4.8
54	COc1ccc(CCN2C(=O)/C(=C\c3ccc(C(C)C)cc3)SC2=S)cc1OC	9.0

(next part)
#	Structure	ER stress surv
61	CCC1(c2ccccc2)OC(=O)C2C3CCCCC3=C3CCCCC3C21 (stereo not drawn)	3.5
62	COC(=O)c1sccc1NC(=O)c1cccc(Cl)c1	4.8
63	Cc1c(Br)c(C(F)(F)F)nn1CC(=O)N(C)c1ccccc1	6.5
64	Cc1ccc(N2C(=O)CC(N3CCCN(C)CC3)C2=O)cc1 (stereo not drawn)	3.5
65	COc1ccc(/C=C/C(=O)NCc2ccc(Cl)cc2)cc1	22.1
66	O=C(Nc1ccc(Cl)c(-c2nc3ccccc3[nH]2)c1)c1ccc(I)o1	9.7
67	O=C(Nc1ccc(C(=O)N2CCOCC2)cc1)c1ccccc1Cl	-5.4
68	COc1ccc(CCNC(=O)C2CC2)cc1OC	9.6
69	O=C1NC(=O)/C(=C/c2ccccc2[N+](=O)[O-])S1	4.7
70	Cc1c(Nc2nc3nonc3nc2Nc2cccc(Cl)c2)c(=O)n(-c2ccccc2)n1C	8.6
71	O=C(Nc1ncccn1)c1ccc(Cl)s1	1.0
72	c1cc2c(cc1NC1CCCCC1)OCO2	-17.9
73	CCOc1cc(/C=N/N=C2/NC(=O)CS2)ccc1OCc1ccc(F)cc1	9.3
74	COc1ccc(NC(=O)c2ccc(N(C)C)cc2)cc1	-1.4
75	N#C/C(=C/c1ccccc1[N+](=O)[O-])C(=O)Nc1cccc(Br)c1	2.3
76	CCCCOc1ccccc1NC(=O)C(c1ccccc1)c1ccccc1	12.6
77	c1ccc(-c2cc(-c3ccncc3)nc3ccc4ccccc4c23)cc1	4.6
78	CCOC(=O)c1c(N)sc2c1CCN(Cc1ccccc1)C2	-1.9
79	COc1ccc(-c2cc(C(=O)N3CCN(C)CC3)c3ccccc3n2)cc1OC	2.9
80	COc1ccc(S(=O)(=O)N2CCN(Cc3cccc(Cl)c3)CC2)cc1	2.7
81	Cc1ccc(S(=O)(=O)N2CCCCCC2)cc1	2.1
82	CCOc1ccccc1NC(=O)CN(c1ccccc1OC)S(=O)(=O)c1ccccc1	6.3
83	CCN1C(=O)/C(=C\c2ccc(OCc3cccc4ccccc34)cc2)SC1=S	-1.0
84	O=C1CC(N2CCN(c3ccccc3)CC2)C(=O)N1c1ccc(I)cc1 (stereo not drawn)	-4.0
85	CCOC(=O)/C(C#N)=N/Nc1ccc(NC(=O)c2ccc(N/N=C(\C#N)C(=O)OCC)cc2)cc1	8.0
86	Cc1ccccc1NC(=O)C(=O)NNC(=O)c1ccc(Cl)cc1	5.5
87	COc1cc(C2Nc3ccc4ccccc4c3C3=C2C(=O)CC(C)(C)C3)ccc1OCC(=O)O (stereo not drawn)	10.3
88	O=C(c1cc2n(n1)C(C(F)(F)F)CC(c1ccc3c(c1)OCO3)N2)N1CCN(C(c2ccccc2)c2ccccc2)CC1 (stereo not drawn)	0.0
89	CCOn1c(=O)c(=O)n(OCC)c2ccccc21	2.9
90	N#CSCCCCCCOc1cccc(Cl)c1	-10.2
91	COc1ccc(C2=C/C(=C\c3cccc([N+](=O)[O-])c3)C(=O)O2)cc1	-5.4
92	COc1ccc(C2CC(=O)C3=C(C2)Nc2ccccc2NC3c2cccc(Cl)c2Cl)cc1OC (stereo not drawn)	-1.0
93	Cc1nc(CN2C(=O)c3ccccc3C2=O)cs1	11.2
94	CS(=O)(=O)N1CCN(Cc2ccccc2F)CC1	5.1
95	COc1ccc(OC)c(C(O)c2nccn2C)c1 (stereo not drawn)	13.4
96	COc1ccc(CCNC(=O)CN(c2ccc(F)cc2)S(=O)(=O)c2ccccc2)cc1OC	2.3
97	Cc1n[nH]c(C)c1CCCCCCOc1ccc(C(C)(C)C)cc1	-3.1
98	Oc1ccc(Cl)cc1/C=N/Nc1nc2ccccc2s1	-3.6
99	COc1ccc(CN2CCN(Cc3cccn3C)CC2)c(OC)c1OC	-7.8
100	O=C1NC(=O)/C(=C\c2ccc(O)c(Br)c2)S1	-1.7
101	O=C(NCCCN1CCOCC1)c1ccc([N+](=O)[O-])cc1	3.7
102	COC(=O)c1ccc(C(=O)OC)c(NC(=O)CC(c2ccccc2)c2ccccc2)c1	14.2
103	O=C(c1ccc(N(Cc2ccc([N+](=O)[O-])cc2)Cc2ccc([N+](=O)[O-])cc2)cc1)C(F)(F)F	6.9
104	O=C(O)CSCC(=O)c1ccccc1	-0.4
105	CCN(c1ccccc1C(=O)O)S(=O)(=O)/C=C/c1ccccc1	3.8
106	CC1=C(C(=O)N/N=C/c2c(O)ccc3ccccc23)Sc2ccccc2N1	3.4
107	CC(C)(CO)C(O)C(=O)NCc1ccc(C(=O)O)cc1 (stereo not drawn)	6.2
108	Cc1ccc(-c2cc(NC(=O)c3cccs3)n[nH]2)cc1	-5.0
109	CCOCCOC(=O)c1ccc(NC(=O)COc2ccc(C)cc2C)cc1	2.6
110	Cc1cc(C(=O)Nc2ccc(C(N)=O)cc2)ccc1[N+](=O)[O-]	-0.4
111	CC(C)c1nccn1S(=O)(=O)c1ccc(Cl)cc1Cl	3.4
112	CC(=O)c1cccc(NC(=O)c2cc(I)ccc2Cl)c1	3.2
113	CCOC(=O)c1sc(NC(=O)c2ccc(Cl)cc2[N+](=O)[O-])nc1C	2.4
114	COc1cc(NC(=O)Cc2cccs2)cc(OC)c1	-0.4
115	CCCCNCCCCOc1cccc(Cl)c1	-6.6
116	COc1cccc(NC2=NS(=O)(=O)c3cc([N+](=O)[O-])ccc32)c1	1.7
117	Fc1ccc(NC(=S)N(CCN(C(=S)Nc2ccc(F)cc2)c2ccccc2)c2ccccc2)cc1	0.5
118	Cc1cc(Cl)ccc1OCC(=O)Nc1ccc(C(N)=O)cc1	10.0
119	COc1ccc(NC(=O)C2CCCN(CCCc3ccccc3)C2)cc1OC1CCCC1 (stereo not drawn)	-3.6
120	COc1ccc(-c2nc(-c3ccccc3)c(-c3cc([N+](=O)[O-])ccc3C)[nH]2)c(OC)c1	5.8

As entered above.
For ER stress surv, cpd 31 reads 5.2
For ER stress surv, cpd 99 reads -7.8

The main list resumes with the 3 entries that preceded the break.
#	Structure	ER stress surv
118	Cc1cc(Cl)ccc1OCC(=O)Nc1ccc(C(N)=O)cc1	10.0
119	COc1ccc(NC(=O)C2CCCN(CCCc3ccccc3)C2)cc1OC1CCCC1 (stereo not drawn)	-3.6
120	COc1ccc(-c2nc(-c3ccccc3)c(-c3cc([N+](=O)[O-])ccc3C)[nH]2)c(OC)c1	5.8
121	O=C(CCNc1cccc(Br)c1)c1cccs1	-2.5
122	O=C(Nc1ccc(Cl)c(-c2nc3ccccc3o2)c1)c1ccc(Br)cc1	7.3
123	Cc1cccc(OCCCCN2CCCC2)c1C	-9.0
124	CCOC(=O)c1c(NC(=O)COc2cc(Cl)ccc2Cl)sc(C)c1C	14.4
125	O=C(c1ccccc1SCc1ccc(F)cc1)N1CCOCC1	-2.6
126	Cc1c(C(=O)N2CCN(c3ccc([N+](=O)[O-])cc3)CC2)oc2ccccc12	2.9
127	Cc1ccc(NC(=S)NC(=O)c2ccco2)c(Br)c1	-3.6
128	O=C(O)C(NC(=O)c1ccccc1)=C1CCCCC1	12.6
129	COC(=O)c1c(NC(=O)c2cnccn2)sc2c1CCCCCC2	11.8
130	COc1cc(/C=C2\C(=O)N(c3cccc(C(=O)O)c3)N=C2C)cc([N+](=O)[O-])c1O	2.7
131	O=C1NC(=S)N/C1=C/c1ccc(OCc2cccc(C(=O)O)c2)cc1	7.6
132	CC(=O)N1CC23C=CC(CC2CC12CCCCCC2)O3 (stereo not drawn)	3.4
133	CC(C)(C)c1ccc(S(=O)(=O)Nc2nccs2)cc1	2.9
134	C=CCNC(=O)CN(c1cccc(Br)c1)S(=O)(=O)c1ccccc1	2.9
135	O=C1NN(c2ccccc2)C(=O)/C1=C/c1ccc(-c2ccccc2)o1	1.4
136	CCCCn1c(CN2C(=O)c3ccccc3C2=O)nc2ccccc2c1=O	-0.4
137	O=C(CC1Nc2ccccc2NC1=O)c1ccccc1 (stereo not drawn)	-7.6
138	O=C1C2CCCC2=NN1c1ccccc1 (stereo not drawn)	8.6
